Tau fibril FP: tau fibrillization inhibition (FP). K18 P301L tau heparin fibrillization, Alexa594 FP, 6 h. 280,000 compounds, 0.39% hits. Potency, µM (top dose mostly 57.7 µM), for the others: at the highest dose activity, negative = inhibition, hits mostly inhibitors. AID 1468; note: nearly all actives have a fitted effect of over 55% in size
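Quantitative HTS format: compounds meet 15 uM recombinant K18 P301L tau and Alexa 594-tau tracer in 100 mM sodium acetate pH 7; 20 uM heparin triggers fibrillization at 37 C over 6 hr; FP gives the signal.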
TRb-SRC2 inh: inhibitors of human thyroid hormone receptor beta-SRC2 interaction | P10828 | TRbeta-SRC2 peptide binding, fluorescence polarization; receptor liganded with 1 µM T3 | Potency, µM (top dose mostly 106 µM), for inactives: at the top dose activity change, negative = inhibition, actives largely listed as inhibitors | 280,000 compounds, 0.065% hits | AID 1469;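 note: plate controls were bound peptide for no effect and peptide without receptor for full effect; nearly all actives have a fitted effect of over 50% in size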
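Read-out is fluorescence polarization (555 nm excitation, 632 nm emission) of a Texas Red SRC2 coactivator peptide; loss of signal reflects blocked binding to human TRb ligand-binding domain in the presence of 1 uM T3.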
Tau fibril ThT: inhibitors of human tau fibril formation, thioflavin T binding. Potency, µM (titrated, usually from 57.4 µM), inactives show top-dose activity, negative = inhibition, hits mostly inhibitors. 270,000 compounds, 2.1% hits. AID 1460. recombinant tau K18 P301L, heparin-induced fibrillization, ThT fluorescence; note: nearly all actives have a fitted effect of over 55% in size
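Using a mix of unlabeled (15 uM) and Alexa 594-labeled (0.24 uM) tau K18 P301L, heparin-triggered fibrillization over 6 hr at 37 C was scored by ThT fluorescence.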
GoLoco inh red: inhibitors of human Gai1-RGS12 GoLoco interaction (red fluorophore) | Gai1:RGS12 GoLoco peptide FP, rhodamine, 10 min | P63096 | Potency, µM (series often up to 61.6 µM), without a hit: top-dose activity, negative = inhibition, hits mostly inhibitors | AID 880 | 230,000 compounds, 0.44% hits; active = well fitted inhibition curve with a large enough effect, not every such curve was filed as active; inactive = no such curve, though single readings can be large or run the other way; note: nearly all actives have a fitted effect of over 30% in size; many of its hits are not listed in these tables
KDM4E inh: blocks human JMJD2E demethylase activity; B2RXH2; JMJD2E catalytic domain, FDH-coupled NADH fluorescence (FDH is formaldehyde dehydrogenase); Potency, µM (top dose mostly 57.1 µM), for the others: top-dose activity change, negative = inhibition, hits mostly inhibitors; 230,000 compounds, 1.6% hits; active = well fitted inhibition curve with a large enough effect, not every such curve was filed as active; inconclusive = small, poorly fitted or top-dose-only effect, or another doubt; inactive = no such curve, though single readings can be large or run the other way;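 note: 0% = wells with enzyme and -100% = buffer wells without enzyme; nearly all actives have a fitted effect of over 50% in size; many of its hits are not listed in these tables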
Target sequence (B2RXH2 1-337 limits assumed): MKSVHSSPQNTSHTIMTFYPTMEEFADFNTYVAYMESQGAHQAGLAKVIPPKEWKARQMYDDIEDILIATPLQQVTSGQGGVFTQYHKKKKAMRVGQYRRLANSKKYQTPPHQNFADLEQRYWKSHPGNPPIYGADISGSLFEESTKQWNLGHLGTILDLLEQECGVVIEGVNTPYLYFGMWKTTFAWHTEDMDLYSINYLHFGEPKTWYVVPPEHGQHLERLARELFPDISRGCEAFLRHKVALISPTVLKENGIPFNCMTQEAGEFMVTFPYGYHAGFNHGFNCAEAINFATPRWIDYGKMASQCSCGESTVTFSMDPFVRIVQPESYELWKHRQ
L3MBTL1 inh: blocks human L3MBTL1; 230,000 compounds, 0.66% hits; Q9Y468; AlphaScreen L3MBTL1–H3K9me1 peptide binding; Potency, µM (titrated, usually from 57.1 µM), for inactives: at the top dose activity, negative = inhibition, actives largely listed as inhibitors; note: nearly all actives have a fitted effect of over 60% in size
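Read-out is AlphaScreen signal from streptavidin donor and nickel chelate acceptor beads (10 ug/mL final each) bridging L3MBTL1 (50 nM) and biotinylated K9-monomethylated H3(1-15) peptide (75 nM), after 30 min compound exposure at room temperature.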
RECQ1 helicase: RECQ1 (human) helicase inhibition | RECQ1 DNA unwinding, red fluorescence kinetic read | Potency, µM (doses to about 57.3 µM), for inactives: at the highest dose activity, negative = inhibition, actives largely listed as inhibitors | 240,000 compounds, 0.54% hits | AID 2549;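 note: plate controls were vehicle for no effect and no enzyme for full effect; nearly all actives have a fitted effect of over 30% in size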
Target sequence (P46063 whole entry, looked up): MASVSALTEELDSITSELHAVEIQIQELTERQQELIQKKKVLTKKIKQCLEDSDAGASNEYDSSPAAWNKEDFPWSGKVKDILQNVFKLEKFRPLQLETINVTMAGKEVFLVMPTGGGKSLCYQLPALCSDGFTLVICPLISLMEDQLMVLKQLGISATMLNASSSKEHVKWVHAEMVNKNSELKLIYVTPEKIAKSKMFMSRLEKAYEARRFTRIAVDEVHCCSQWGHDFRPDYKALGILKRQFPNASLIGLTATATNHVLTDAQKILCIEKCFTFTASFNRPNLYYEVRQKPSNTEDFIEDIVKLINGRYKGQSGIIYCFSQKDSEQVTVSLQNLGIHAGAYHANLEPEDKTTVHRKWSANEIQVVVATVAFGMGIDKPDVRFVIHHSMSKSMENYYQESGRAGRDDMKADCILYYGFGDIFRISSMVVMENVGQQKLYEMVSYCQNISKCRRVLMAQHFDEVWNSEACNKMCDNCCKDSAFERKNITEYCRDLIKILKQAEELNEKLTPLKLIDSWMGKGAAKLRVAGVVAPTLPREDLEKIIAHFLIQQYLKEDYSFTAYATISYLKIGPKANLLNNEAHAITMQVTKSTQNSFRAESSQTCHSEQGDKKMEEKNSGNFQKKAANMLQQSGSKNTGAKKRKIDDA
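50 nM RECQ1T1 preincubated 15 min with compound in Tris pH 8.0 buffer with MgCl2, DTT, Tween-20 and 2.5 ug/ml poly(dI-dC); started with 200 nM TAMRA/BHQ-2 forked duplex and 2 mM ATP. Unwinding read as fluorescence (525/598 nm), two reads 2 h apart.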
TexasRed fluor: Texas Red fluorescence interference in TRb-SRC2 counter-screen; TRb/SRC2 Texas Red total fluorescence interference; Potency, µM (series often up to 106 µM), for the others: at the highest dose fluorescence change, negative = quenching; 280,000 compounds, 0.29% hits; active = well fitted curve in either direction with a large enough effect; inconclusive = small, poorly fitted or top-dose-only effect
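Human TRβ ligand-binding domain (0.6 uM) and Texas Red SRC2 peptide (20 nM) in Tris buffer with 1 uM T3 and 5% DMSO were incubated with pinned compound for 5 hr at ambient temperature. Total fluorescence was computed as S + 2P (555/632 nm).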
* hit, by the source's call; i = inactive; ? = inconclusive; / = no result given; & = joins results of further samples; [ ] = dose if it differs, or a comment. Unless noted, calls come from the whole dose curve; as a rule, active = well fitted curve in the direction sought with a large enough effect; inconclusive = small, poorly fitted or top-dose-only effect, or another doubt; inactive = no such curve, though single readings can be large; an effect the other way counts as inactive or inconclusive. Unless noted, % is set by controls: 0 for no effect and ±100 for the full control effect; potency is the fitted concentration of half-maximal effect. An excerpt (hit frequency here may not be typical).

| mol | Tau fibril FP | TRb-SRC2 inh | Tau fibril ThT | GoLoco inh red | KDM4E inh | L3MBTL1 inh | RECQ1 helicase | TexasRed fluor |
| --- | --- | --- | --- | --- | --- | --- | --- | --- |
| Cc1nc2ccccc2nc1OCc1ccc([N+](=O)[O-])cc1 | 1.7% | 7.3% | -9.3% | 1.7% | -14.4% | -7.1% | i | -2.9% |
| O=C(COC(=O)c1cc(Cl)cc(Cl)c1)NCCN1C(=O)CSC1=O | -3.9% | -0.5% | -6.5% | -6.6% | 3.6% | -16.5% | 0.5% | 0.1% |
| CC(=O)n1nc(-c2ccccc2)nc1NCc1cccs1 | -1.8% | -0.4% | -5.2% | 4.7% | 8.4% | 15.2% | i | -1.0% |
| O=[N+]([O-])c1cc(-c2nc(-c3ccccn3)no2)ccc1NCc1ccccc1 | 0.7% | 10.3% | 11.5% | / | / | / | / | -1.1% |
| COCc1cc(=O)[nH]c(SCCS(=O)(=O)c2ccc(Cl)cc2Cl)n1 | 7.1% | 0.1% | -13.4% | -1.8% | -2.5% | 1.1% | i | 1.8% |
| Clc1ccc(OCCCCCN2CCCC2)c(Br)c1 | -6.9% | -0.2% | 3.9% | 7.3% | 3.8% | -10.1% | 1.3% | -2.8% |
| C=CCN1C(=O)N(c2ccc(F)cc2)C(=O)C1CC(=O)Nc1ccc(Cl)cc1 (centres undefined) | -4.9% | 4.4% | -4.6% | 7.6% | 8.0% | -0.8% | -2.5% | -3.0% |
| O=C(N/N=C\c1ccc(OC(=O)c2cccs2)cc1)c1ccc(Cl)cc1 | 4.2% | -0.7% | 6.3% | 68.4%[activator] | -2.4% | -81.1% | -2.6% | -7.3% |
| CCOc1ccccc1N1CCN(C(=O)CCCN2C(=O)c3cccc4cccc(c34)C2=O)CC1 | 5.2% | 1.3% | ? | -4.5% | ? | -17.4% | -9.6% | -2.9% |
| COc1ccc(CNC(=O)/C=C/c2ccc(S(=O)(=O)N3CCOCC3)cc2)cc1 | ? | -6.4% | 5.4% | 5.3% | -3.4% | -2.6% | i | -1.3% |
| Cc1c(Cl)cccc1-n1ncc(C(=O)Nc2ccc(Br)cc2F)c1C1CCNCC1 | -4.8% | -8.4% | -12.7% | / | / | / | / | ? |
| CN1CCN(CC(=O)N2CCn3c4c(c5cc(C6CCCCC6)ccc53)CCCC42)CC1 (centres undefined) | -8.1% | -0.4% | ? | 19.7% | ? | / | -14.9% | -4.7% |
| CCc1cccc(NC(=O)CCNS(=O)(=O)c2ccc3c(c2)CCN3C(C)=O)c1 | -10.1% | -2.4% | -3.8% | / | / | / | / | -0.3% |
| COc1ccc(NC(=S)N2CCCC(c3nc4ccc(C)cc4[nH]3)C2)cc1 (centres undefined) | 3.2% | -1.8% | ? | -0.4% | 78.7%[activator] | -4.9% | -4.2% | -8.1% |
| COc1cc(/C=C2/SC(=S)N(CC(=O)Nc3cccnc3)C2=O)cc(OC)c1OC | ? | 10.7% | ? | 5.0% | 5.4% | -0.6% | -12.6% | -25.4% |
| O=C(Cc1csc(-c2ccccc2)n1)Nc1ccc(C(F)(F)F)cc1 | -13.1% | 5.0%[53 µM] | 11.0% | -0.3% | -0.9% | 8.1% | -14.5% | -2.7%[53 µM] |
| FC(F)(F)c1cccc(Oc2cc(C(F)(F)F)nc(-c3ccccn3)n2)c1 | -6.0% | 3.5% | -13.1% | 3.6% | 3.6% | 7.0% | -14.5% | 5.5% |
| Cc1ccc(C(=O)COC(=O)c2cnccn2)cc1[N+](=O)[O-] | -8.2% | 2.7% | ? | 4.0% | -9.4% | -8.9% | i | -1.9% |
| Cc1nc2sc(-c3ccccc3)cc2c(=O)n1N | -3.5% | -0.8% | ? | -7.6% | ? | 7.3% | -4.0% | 0.8% |
| S=C(Nc1ccc2c(c1)OCO2)N1CCCC1 | -3.2% | -0.5% | -5.0% | 21.0% | -12.3% | 0.6% | i | -1.3% |
| CCCC(=O)n1nc(-c2ccccc2)nc1N | -5.8% | -10.0% | 0.5% | 7.3% | -1.9% | -1.6% | i | 2.9% |
| COC(=O)c1ccc(C(=O)OC)c(-n2c(=O)c3ccccc3c3ccccc3c2=O)c1 | -3.8% | 11.8% | 11.2% | 6.0% | -3.4% | 0.0% | 6.8% | 2.2% |
| COc1ccc(-n2c(COc3ccc4ccccc4c3)nnc2SCC(=O)NCc2ccco2)cc1 | 14.6% | 2.8% | -18.2% | 3.9% | -23.1% | / | -8.5% | -4.9% |
| Cc1ccc(C2CC(c3cccc(NS(C)(=O)=O)c3)=NN2S(C)(=O)=O)cc1 (centres undefined) | -1.3% | -3.5% | 1.7% | 36.5%[activator] | ? | / | i | -0.2% |
| CCOc1ccccc1NC(=O)C1CCN(c2ccc(S(=O)(=O)N3CCCC3)cc2)CC1 | 12.8% | 1.8% | -4.6% | -3.0% | ? | 2.7% | -5.4% | 0.9% |
| O=C(O)c1ccc2oc(SCC(=O)N3CCCCC3)nc2c1 | -11.6% | -17.2% | -11.5% | -0.1% | 5.8% | 2.1% | i | 0.9% |
| CSCCC(NC(=O)c1ccc([N+](=O)[O-])cc1Cl)C(=O)OCC(=O)N(C)C (centres undefined) | 2.4% | -1.1% | -3.2% | 6.5% | 0.9% | 3.6% | -1.8% | 3.0% |
| CC(C)(C)C(=O)C(Cl)C(=O)Nc1ccccc1 (centres undefined) | ? | -2.0% | 7.08µM* | -3.3% | 4.7% | / | -12.1% | -4.6% |
| CN(C(=O)c1ccncc1)C1CCS(=O)(=O)C1 (centres undefined) | 0.1% | -4.2% | -2.2% | -0.4% | 7.3% | 3.0% | i | 0.7% |
| Cc1ccc(N(CC(O)Cn2c3ccccc3c3ccccc32)S(C)(=O)=O)cc1 (centres undefined) | -5.8% | 1.1% | -12.6% | -30.5% | -10.1% | / | -14.3% | -4.2% |
| CN(C)S(=O)(=O)c1ccc(-c2csnn2)s1 | ? | 0.4% | -4.1% | 2.1% | -1.6% | / | -13.5% | -3.9% |
| O=C(O)c1cccc(N2C(=O)c3cccc(Oc4ccc(Cl)cc4)c3C2=O)c1 | 13.7% | -6.4% | -2.2% | 5.5% | 11.0% | 5.2% | -0.8% | -2.0% |
| O=C(OCCN1CCOCC1)c1cccnc1 | 2.4%&-4.0% | 2.4%&-0.9% | -10.4%&-7.1% | 7.2%&6.2% | -4.9%&1.0% | 4.5% | -5.6%&-2.4% | -2.1%&-5.7% |
| CCOc1ccc(N2C(=O)C3C4C=CC(CC4)C3C2=O)c([N+](=O)[O-])c1 (centres undefined) | -9.9% | -2.6% | 0.9% | 0.0% | -12.9% | -8.3% | i | 2.7% |
| CCN1CCCC1CN(Cc1cc2ccc(C)c(C)c2[nH]c1=O)C(=O)Nc1ccccc1OC (centres undefined) | -15.2% | 4.1% | ? | -1.9% | ? | 6.6% | -13.3% | -6.1% |
| CCSc1nnc(Cc2cc(=O)[nH]c(=O)[nH]2)n1-c1ccc(F)cc1 | 0.4% | -7.7% | -2.1% | -7.7% | -6.5% | 16.3% | -4.2% | -0.9% |
| O=c1oc(-c2ccccc2)nc2ccsc12 | 1.7% | -18.5% | ? | -8.0% | 0.0% | / | -12.9% | -5.7% |
| CCOCCc1nn2c(=O)cc(COC(=O)C(CC)c3ccccc3)nc2s1 (centres undefined) | 5.0% | 3.4% | -0.1% | / | / | / | / | -3.6% |
| Nc1cc(N)nc(SCC(=O)Nc2ccc3c(c2)OCCCO3)n1 | -2.9% | -10.2% | -9.4% | 11.2% | 7.3% | / | 16.9% | -0.8% |
| CCC(Cn1nnc2ccccc2c1=O)NC(=O)Nc1cc(OC)cc(OC)c1 (centres undefined) | -3.4% | 0.6% | -12.0% | / | / | / | / | -1.0% |
| CCN(CC)CCN(C(=O)c1ccc(S(=O)(=O)N2CCCCC2)cc1)c1nc2cc3c(cc2s1)OCO3 | -6.3% | -2.9% | -5.0% | -2.4% | 0.3% | -13.4% | 2.6% | -1.0% |
| COc1ccccc1CNC(=O)CCC(=O)N1CC(C)Sc2ccccc21 (centres undefined) | 2.2% | -3.7% | -1.1% | / | / | 1.2% | / | -3.2% |
| CC(=O)ON(C(C)=O)S(=O)(=O)c1ccc(Cl)cc1 | -0.6% | 3.9% | -20.0% | -3.0% | -10.9% | / | -8.8% | -4.3% |
| Cc1nc2ccn(Cc3ccccc3)c(=O)c2cc1C(=O)NCc1ccccc1F | -2.9% | -2.5% | -6.0% | / | / | / | / | 1.3% |
| O=C(O)C1CC(=O)N(Cc2ccccc2)C1 (centres undefined) | -1.3% | -3.9% | 4.8% | 5.0% | -3.9% | 5.4% | -11.6% | 1.5% |
| OCc1cn(-c2ccc(Cl)cc2)nn1 | ? | -3.2% | 3.0% | 2.2% | ? | -3.3% | i | -5.0% |
| O=C(Nc1nncs1)C1COc2ccccc2O1 (centres undefined) | 2.4% | -8.4% | -6.4% | -3.0% | 1.5% | -2.9% | -20.0% | -3.5% |
| Cc1nc2ccccc2c(=O)n1NC(=O)/C=C/c1ccccc1Cl | -0.9% | -4.7% | 0.0% | -6.5% | 12.9% | 9.2% | -5.3% | -0.1% |

Source: PubChem BioAssay
